HT1080 viability: cytotoxicity in HT1080 fibrosarcoma cells, cell-based, fluorescence readout (AID 620). HT1080 viability, fluorescence; higher % means a stronger effect. one-dose cytotoxicity, % at 10 µM; EC50 in µM for titrated hits. 87,000 tested, 0.42% active;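 also: cells exposed to compound overnight then 4 h with Alamar Blue; 0% = vehicle DMSO and 100% = killing control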
DPM-DC inhibit: blocks S. pneumoniae diphosphomevalonate decarboxylase. purified DPM-DC, PK/LDH coupled NADH fluorescence. 65,000 tested, 0.49% active. calls only at 10 µM;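 active = the 320 compounds with the highest percent inhibition in the single-dose primary screen, excluding strongly autofluorescent ones, cut at about 32% in these data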;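 also: kinetic rate of NADH fluorescence loss reporting ADP formed by the decarboxylase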
Bfl-1 displacement: displacement of Bid BH3 peptide from Bfl-1 – biochemical, fluorescence polarization, FITC-Bid, mouse, primary screen (AID 432) | 64,000 tested, 0.02% active | FITC-Bid BH3 peptide fluorescence polarization displacement; higher % means a stronger effect | displacement, % at 20 µM, or IC50 in µM where a hit was titrated; in the data active = a potency from the dose series; inactive = the rest, 99 in 100 with displacement below about 15%; also: strong numbers were not always called active
Spn PMK inh: inhibitors of Streptococcus pneumoniae phosphomevalonate kinase | 65,000 tested, 0.49% active | AID 539 | inhibition, % at 10 µM | purified PMK, PK/LDH-coupled NADH absorbance 340 nm;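 active = top-ranked compounds by inhibition in the single 10 µM screen, taking a fixed number of the strongest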;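 also: 0% = full reaction with DMSO carrier and 100% = background rate without enzyme reaction; no value below 0 was filed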
Alkaline phosphatase: inhibition of tissue-nonspecific alkaline phosphatase – biochemical, luminescent (AID 518); purified TNAP enzyme, luminescent substrate readout; higher % means a stronger effect; inhibition, % at 20 µM, or IC50 in µM where a hit was titrated; 64,000 tested, 0.09% active; in the data active = a potency from the dose series; inactive = the rest, 99 in 100 with inhibition below about 22%;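 also: plate controls were vehicle for no effect and reference inhibitor for full effect; many of its hits are not listed in these tables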
Spn MK inh: inhibitors of Streptococcus pneumoniae mevalonate kinase; purified MK, PK/LDH-coupled NADH absorbance 340 nm; inhibition, % at 10 µM; 65,000 tested, 0.48% active; AID 555;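 active = ranked among the strongest by inhibition in the single 10 µM screen, a fixed top-ranked set picked for dose follow-up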; also: no value below 0 was filed
HPDE-C7K KRASV12: cytotoxicity in KRAS-transformed pancreatic duct cells, primary screen, cell-based, fluorescence, HTS (AID 431); HPDE-C7K KRASV12 cells, Alamar Blue viability, 48 h; higher % means a stronger effect; cytotoxicity, % at 10 µM, or EC50 in µM where a hit was titrated; 63,000 tested, 1.7% active;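 active = compounds whose percent cytotoxicity in the single-dose primary screen, scaled between solvent and toxic-drug controls, exceeds 50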;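 also: 0% = DMSO solvent wells and 100% = doxorubicin-treated wells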
HPDE-C7 viability: HPDE-C7 pancreatic duct cell viability loss – fluorescence, HTS (AID 430). HPDE-C7 pancreatic duct cells viability, fluorescence; higher % means a stronger effect. one-dose cytotoxicity, % at 10 µM; EC50 in µM for titrated hits. 63,000 tested, 1.8% active;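 also: cells exposed to compound for 48 hours before viability readout; 0% = vehicle and 100% = reference cytotoxic drug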
LYP inhibition: inhibition of human PTPN22 tyrosine phosphatase – biochemical, DiFMUP fluorescence, recombinant catalytic domain, 10 µM, primary screen (AID 606); recombinant LYP catalytic domain, DiFMUP fluorescence; higher % means a stronger effect; inhibition, % at 10 µM; hits with a dose series show IC50 in µM; 52,000 tested, under 10 active;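 active = IC50 under 40 µM in the dose-response test; inactive = IC50 of 40 µM or more, or never dose-tested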
Spn PMK inh pilot replicates: further read-out of Spn PMK inh, marked with its call; inhibition, %; measured here: pilot screen replicates
Spn MK inh pilot replicates: recorded beside Spn MK inh, whose call it bears; inhibition, %; measured here: pilot screen replicates
DPM-DC inhibit pilot screen %: recorded beside DPM-DC inhibit, whose call it bears; inhibition, %; measured here: pilot screen trials
Starred values were filed as active, the others as inactive; i = inactive; x = not tested or not shown. Rule as the data show it, unless noted: active = cytotoxicity above about 50%; inactive = the rest.

SMILES	HT1080 viability	DPM-DC inhibit	Bfl-1 displacement	Spn PMK inh	Spn PMK inh pilot replicates	Alkaline phosphatase	Spn MK inh	Spn MK inh pilot replicates	HPDE-C7K KRASV12	HPDE-C7 viability	LYP inhibition	others
COc1ccc(-c2cc3nc(C)cc(C)n3n2)c(OC)c1	1%	i	-1%	16	x	7%	0	x	2%	-10%	x
O=c1c2ccccc2nc(-c2ccco2)n1CCCn1ccnc1	-12%	i	-11%	8	x	20%	6	x	0%	-14%	17%
N=c1c2c(n(Cc3ccc(Cl)cc3)c3c1CCC3)CCC2	3%	i	2%	0	x	2%	2	x	28%	34%	9%
COC(=O)c1ccc(N(CC(=O)NC2CCCC2)C(=O)CNC(=O)c2ccco2)cc1	2%	i	-8%	14	x	12%	1	x	-3%	-4%	2%
CC(=O)c1cc2c(cc1NC(=O)c1cc3nc(C(C)C)cc(C(F)(F)F)n3n1)OCO2	-4%	i	-3%	4	x	6%	7	x	6%	5%	x
Cc1cc(C)c2nc3s/c(=C/c4ccc5c(c4)n(C)c(=O)n5C)c(=O)n3c2c1	x	i	-4%	0	x	10%	8	x	-9%	8%	x
Cc1ccc(OCc2ccoc2C(=O)O)cc1C	x	i	1%	7	x	2%	6	x	-3%	3%	1%
O=C(Nc1ccccc1N1CCCCC1)c1ccccc1F	-10%	i	-9%	5	x	14%	0	x	-7%	-21%	x
O=C(O)c1ccc(-n2nnnc2Oc2ccccc2C(=O)N2CCOCC2)cc1	5%	i	-1%	6	7.0	15%	4	1.0	8%	4%	12%	DPM-DC inhibit pilot screen %=1.5
O=C(CCN1CCN(c2ccccc2F)CC1)Nc1ccccc1F	1%	i	0%	4	x	4%	3	x	-5%	-8%	-10%
COCCOC(=O)/C=C1/NC(=O)CS1	1%	i	-2%	17	0.0	16%	10	0.0	-8%	-19%	11%	DPM-DC inhibit pilot screen %=0.0
CCCOc1ccccc1C1NC(=O)NC(C)=C1C(=O)OCCOCC (stereo unspecified)	-9%	i	-3%	3	x	3%	2	x	-10%	3%	5%
COc1ccccc1-c1cc(C(=O)Nc2cccnc2)no1	58%*	i	-5%	8	x	-3%	1	x	71%*	80%*	12%
Cc1c(Cl)cccc1NC(=O)CC1SCCNC1=O (stereo unspecified)	-1%	i	0%	4	x	7%	5	x	-19%	-21%	5%
CCCn1nc(-c2nnc(-c3ccc(C)c(C)c3)o2)c2ccccc2c1=O	-2%	i	11%	13	x	-7%	7	x	0%	10%	-3%
COC(=O)CCCCC(=O)C1C(=O)CC(C)(C)C(C(=O)OC)C1=O (stereo unspecified)	-10%	i	2%	3	0.0	11%	0	3.5	7%	-9%	4%	DPM-DC inhibit pilot screen %=0.0
CCOC(=O)Cn1c2ccc(OC)cc2c2nc3ccccc3nc21	13%	i	23%	0	x	9%	0	x	-12%	-10%	14%
CN(C)CCNC(=O)c1c(O)c2c([nH]c1=O)CCCC2	1%	i	-6%	14	x	15%	4	x	-21%	-14%	-5%
COc1ccc2c(c1)CCC(C)N2S(=O)(=O)c1ccc(C2CNC(=O)C2)cc1 (stereo unspecified)	-3%	i	x	14	x	x	8	x	x	x	11%
O=C(NCC1COc2ccccc2O1)c1c[nH]c2ccc(S(=O)(=O)N3CCOCC3)cc2c1=O (stereo unspecified)	-7%	i	-5%	2	x	3%	2	x	22%	-16%	6%
O=C(O)CCCC(=O)N1CCN(c2cccc(Cl)c2)CC1	-6%	i	-2%	8	x	5%	4	x	-6%	-3%	-7%
COCCNC(=O)C(c1ccc(C)o1)N(C(=O)c1snc(C(N)=O)c1N)c1ccc(C)cc1 (stereo unspecified)	2%	i	-8%	13	0.0	6%	1	0.0	4%	-2%	0%	DPM-DC inhibit pilot screen %=3.5
CSCCC(NC(=O)c1occc1C)C(=O)O (stereo unspecified)	4%	i	0%	0	2.0	14%	0	0.0	-6%	-12%	10%	DPM-DC inhibit pilot screen %=4.0
CC(=O)c1sc(NC(=O)C2(F)C(F)(F)C(F)(F)C(F)(F)C(F)(F)C2(F)F)nc1C	6%	i	4%	10	x	3%	15	x	51%*	52%*	7%
Cc1ccc(NCc2nnc(SCc3ccc(C#N)cc3)n2Cc2ccco2)c(C)c1	22%	i	3%	12	x	11%	0	x	26%	34%	-5%
Cc1cc(C)nc(N(C#N)Cc2ccccc2)n1	-3%	i	3%	3	x	1%	6	x	-4%	6%	12%
Cc1ccc(S(=O)(=O)N2CCC(C(=O)OC(C)C(=O)NCc3ccc4c(c3)OCO4)CC2)cc1 (stereo unspecified)	1%	i	-13%	15	x	1%	4	x	-11%	-3%	x
COc1ccc2ccccc2c1CN1CCN(C)CC1	-4%	i	6%	0	0.5	11%	6	2.0	-12%	-17%	9%	DPM-DC inhibit pilot screen %=0.0
CC1CN(C2CCN(S(=O)(=O)c3ccc4ccccc4c3)CC2)CC(C)O1 (stereo unspecified)	-6%	i	1%	0	x	-8%	37	x	11%	14%	x
Cc1ccc(-n2[nH]c(C)c(/C=N/n3c(C)nc4ccccc4c3=O)c2=O)cc1	4%	i	5%	10	x	18%	9	x	7%	3%	7%
CC(C)CNC(=O)C1C2C=CC(C2)C1C(=O)O (stereo unspecified)	2%	i	3%	11	1.0	7%	11	0.5	-6%	1%	-1%	DPM-DC inhibit pilot screen %=1.0
Cc1cc(NCCCn2ccnc2)n2c(nc3ccccc32)c1C#N	5%	x	6%	1	0.0	-1%	4	2.0	6%	-1%	-11%
COc1ccc(N2C(=O)C3CCCN3C2c2ccccc2OC)cc1 (stereo unspecified)	-1%	i	-4%	0	x	2%	2	x	-10%	-10%	7%
CC(=O)NC1(c2nnnn2CCOC(=O)Nc2ccc(Cl)cc2)CCCCC1	9%	i	-8%	5	0.5	9%	6	0.0	3%	11%	-22%	DPM-DC inhibit pilot screen %=0.5
COc1cccc(C2C3=C(N=C4SCC(=O)N42)c2ccccc2CC3)c1OC (stereo unspecified)	2%	i	8%	9	3.0	9%	6	8.0	-6%	-2%	2%	DPM-DC inhibit pilot screen %=2.5
CCCn1c(=O)c2ccccc2n2c(SCC(=O)c3ccc(F)cc3)nnc12	-3%	i	6%	17	x	2%	0	x	-7%	-11%	14%
CCOC(=O)c1cccc(NC(=O)CN2CCN(c3ccc(OC)cc3)CC2)c1	1%	i	-1%	14	x	-1%	17	x	22%	15%	1%
COc1ccc(C2NCCc3cc(OC)c(OC)cc32)cc1OC (stereo unspecified)	3%	i	-7%	1	x	7%	4	x	-20%	-20%	9%
COc1cc2nc(N3CCNCC3)nc(N)c2cc1OC	1%	x	-2%	1	x	2%	9	x	22%	13%	-13%
O=C(O)C1CCCN1C(=O)Oc1ccccc1 (stereo unspecified)	0%	i	3%	14	x	4%	10	x	-4%	-7%	6%

Ten successive compounds from above, quoted:
SMILES	HT1080 viability	DPM-DC inhibit	Bfl-1 displacement	Spn PMK inh	Spn PMK inh pilot replicates	Alkaline phosphatase	Spn MK inh	Spn MK inh pilot replicates	HPDE-C7K KRASV12	HPDE-C7 viability	LYP inhibition	others
O=C(Nc1ccccc1N1CCCCC1)c1ccccc1F	-10%	i	-9%	5	x	14%	0	x	-7%	-21%	x
O=C(O)c1ccc(-n2nnnc2Oc2ccccc2C(=O)N2CCOCC2)cc1	5%	i	-1%	6	7.0	15%	4	1.0	8%	4%	12%	DPM-DC inhibit pilot screen %=1.5
O=C(CCN1CCN(c2ccccc2F)CC1)Nc1ccccc1F	1%	i	0%	4	x	4%	3	x	-5%	-8%	-10%
COCCOC(=O)/C=C1/NC(=O)CS1	1%	i	-2%	17	0.0	16%	10	0.0	-8%	-19%	11%	DPM-DC inhibit pilot screen %=0.0
CCCOc1ccccc1C1NC(=O)NC(C)=C1C(=O)OCCOCC (stereo unspecified)	-9%	i	-3%	3	x	3%	2	x	-10%	3%	5%
COc1ccccc1-c1cc(C(=O)Nc2cccnc2)no1	58%*	i	-5%	8	x	-3%	1	x	71%*	80%*	12%
Cc1c(Cl)cccc1NC(=O)CC1SCCNC1=O (stereo unspecified)	-1%	i	0%	4	x	7%	5	x	-19%	-21%	5%
CCCn1nc(-c2nnc(-c3ccc(C)c(C)c3)o2)c2ccccc2c1=O	-2%	i	11%	13	x	-7%	7	x	0%	10%	-3%
COC(=O)CCCCC(=O)C1C(=O)CC(C)(C)C(C(=O)OC)C1=O (stereo unspecified)	-10%	i	2%	3	0.0	11%	0	3.5	7%	-9%	4%	DPM-DC inhibit pilot screen %=0.0
CCOC(=O)Cn1c2ccc(OC)cc2c2nc3ccccc3nc21	13%	i	23%	0	x	9%	0	x	-12%	-10%	14%

Next results
SMILES	HT1080 viability	DPM-DC inhibit	Bfl-1 displacement	Spn PMK inh	Spn PMK inh pilot replicates	Alkaline phosphatase	Spn MK inh	Spn MK inh pilot replicates	HPDE-C7K KRASV12	HPDE-C7 viability	LYP inhibition	others
O=C1CN(S(=O)(=O)c2ccc(F)cc2)CC(=O)N1CCc1ccccc1	16%	i	-2%	11	x	10%	6	x	-7%	-10%	4%
CCCc1[nH]n(-c2nc3ccccc3s2)c(=O)c1C=NCC1CCCO1 (stereo unspecified)	15%	i	-5%	13	x	14%	11	x	14%	2%	x
Cc1cc(C(=O)CN2C(=O)CCC2=O)c(C)n1Cc1ccccc1	2%	i	0%	18	x	7%	1	x	-8%	-12%	7%
CCc1ccccc1N(C(=O)Cn1nnc2ccccc21)C(C(=O)NCCOC)c1ccco1 (stereo unspecified)	5%	i	2%	12	x	9%	6	x	-9%	-13%	5%
Cc1cc(NC(=O)COn2nnc3ccccc32)no1	6%	i	1%	11	x	11%	5	x	7%	2%	16%
O=C(c1ccc2ccccc2n1)N1CCN(c2ccccc2)CC1	0%	i	-2%	9	1.0	12%	4	0.0	-16%	-15%	17%	DPM-DC inhibit pilot screen %=0.0
C=CCOc1ccc(/C=N/n2cncn2)cc1OC	19%	i	-1%	13	0.0	14%	8	0.0	6%	-10%	x	DPM-DC inhibit pilot screen %=5.5
O=C1CCCC2=C1C(c1ccc(Br)cc1)c1c([nH]c(=S)[nH]c1=O)N2 (stereo unspecified)	16%	i	-2%	7	4.5	17%	16	0.0	7%	0%	3%	DPM-DC inhibit pilot screen %=7.0
CCCC1C(c2ccco2)NC(c2ccco2)CC1(C)O (stereo unspecified)	6%	i	-5%	3	x	13%	0	x	-8%	-18%	-1%
CCOC(=O)C1C(=O)N(C(=O)c2cncc(Br)c2)CC1c1ccccc1 (stereo unspecified)	2%	i	4%	8	x	4%	7	x	-10%	2%	x
C=CCOc1ccc(/C=C/C(C)=N\O)cc1	-4%	i	2%	16	x	8%	5	x	10%	12%	x
